SSB-PriA inh: inhibitors of Klebsiella pneumoniae PriA binding to SSB C-terminal tail | AlphaScreen SSBct-PriA binding, biotinylated peptide | 430,000 tested, 0.6% active | inhibition, % at 33 µM; in the data active = inhibition mostly above about 37%, no sharp cut-off; inactive = mostly below about 20%;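 also: plate controls were negative control peptide for no effect and reference peptide for full effect; strong numbers were not always called active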
Numbers without * were called inactive; i = inactive; & = joins results of further samples.

SMILES	SSB-PriA inh
Cc1ccc(-c2ccc(=O)n(CCCC(=O)N3c4ccccc4CC3C)n2)cc1 (stereo not drawn)	12.0
COCCN1CCCc2ccc(NS(=O)(=O)c3c(C)c(C)c(C)c(C)c3C)cc21	38.0*
COc1ccc(-c2cc3c(SCC(=O)Nc4ccc5c(c4)OCO5)nccn3n2)cc1	-8.0
CC(C)Cc1ccc(S(=O)(=O)Cc2nc(-c3ccccc3)no2)cc1	-7.0
O=C(NCC(c1ccco1)N1CCN(c2ccccc2)CC1)c1ccc(C(F)(F)F)cc1 (stereo not drawn)	3.0
O=C(c1cc(-c2ccc(F)cc2)n[nH]1)N1Cc2cnc(N3CCOCC3)nc2C1	-18.0
CC1SC(=N/N=C/c2cccc([N+](=O)[O-])c2)NC1=O (stereo not drawn)	i
COC(=O)Cn1c(=NC(=O)c2ccn(C)n2)sc2ccccc21	4.0
Cc1cc(NN)nc2ccccc12	23.0
O=C1CC(c2cccnc2)CN1 (stereo not drawn)	1.0
COc1ccc(N2CCN(CCNC(=O)C(=O)NCc3ccc(Cl)cc3)CC2)cc1	-12.0
COc1ccc(F)cc1S(=O)(=O)N1CCN(c2ccc(-c3ccccc3C)nn2)CC1	1.0
Cc1ccc(-c2ccc(=O)n(Cc3nc(-c4ccccc4C)no3)n2)cc1C	-15.0
CC(=NNC(=O)c1cccc(O)c1)c1cccc(NC(=O)c2ccc(F)cc2)c1	-13.8
CSc1ccccc1C(=O)N1CC(c2nc(-c3ccsc3)no2)C1	5.0
O=C(CSc1ncnc2ccccc12)c1ccc(F)cc1	-19.0
CCOCC(=O)NCC(CC)(OC)c1ccccc1 (stereo not drawn)	-14.0
O=C(Cc1cc(=O)[nH]c(SCc2ccccc2F)n1)NCCc1ccc(Cl)cc1	-8.0
COc1nccnc1OC1CCN(C(=O)C2CC=CCC2)C1 (stereo not drawn)	-3.0
CC(C)=CC(=O)Nc1nc(-c2ccccc2Cl)cs1	3.0
Cc1csc(NC(=O)Cn2cnc(-c3ccc(F)cc3)cc2=O)n1	-18.0
NC(=NO)c1ccc(NC(=O)c2cccs2)cc1	-2.8
Cc1ccc(Cl)cc1N1CCN(Cc2nc3c(c(=O)n(C)c(=O)n3C)n2Cc2ccccc2)CC1	-14.0
CCOc1ccc(-c2csc(-n3nc(C)cc3NC(=O)c3cc(=O)c4ccccc4o3)n2)cc1	2.0
CN1C(=O)NC2(CCN(C(=O)c3ccc4c(c3)OCO4)CC2)C1=O	-3.0
COc1ccccc1NC(=O)C(=O)NCCCc1ccc(N(C)C)cc1	9.0
Cc1ccc(C)c(NC(=O)CSc2ncc(-c3cccc(Br)c3)o2)c1	-22.0
CCOC(=O)CCC(=O)N1CCCC(c2nnc(-c3cccs3)o2)C1 (stereo not drawn)	-4.0&4.0
Cc1ccc(S(=O)(=O)N=C(Nc2c(C)cccc2C)c2ccccc2)cc1	-6.3
O=C(O)CC1SC(=NN=Cc2ccc([N+](=O)[O-])cc2)N(c2ccc(O)cc2)C1=O (stereo not drawn)	-0.9

SMILES	SSB-PriA inh
CN(C)CCN1C(=O)C(=O)C(=C(O)c2ccc(F)cc2)C1c1ccccc1F (stereo not drawn)	-17.6
Cc1cc(F)ccc1S(=O)(=O)NCCc1ccc(N(C)C)cc1	18.0
COc1ccccc1NC(=O)Cn1ncn2c(C)c(C(=O)NCc3ccc(F)cc3)c(C)c2c1=O	-7.0
Cc1cc(C)cc(NC(=O)CCc2csc(NC(=O)c3ccc(=O)[nH]c3)n2)c1	-5.0
Cc1ccsc1CCC(=O)N1C2C=CCC1CC2 (stereo not drawn)	10.0
O=c1c2ccccc2oc2nc(-c3ccccc3F)n(Cc3ccccc3)c(=O)c12	5.0
O=C(O)c1ccccc1-[n+]1c(-c2ccccc2)cc(-c2ccccc2)cc1-c1ccccc1	6.2
CCCCC[n+]1ccn(C2=C([O-])c3ccccc3C(=O)C2=NS(=O)(=O)c2ccc(Br)cc2)c1	6.8
COc1cc(-c2nc3ccccn3c2N=Cc2cc(OC)c(OC)c(OC)c2)ccc1O	16.4
O=S(=O)(Cc1cc(F)ccc1F)NCCn1nc(-c2ccncc2)cc1C1CC1	1.0
CCCS(=O)(=O)N1CCc2ccc(NC(=O)c3ccco3)cc2C1	6.0
COC(=O)c1[nH]c(C)c(C(O)=C2C(=O)C(=O)N(CCN(C)C)C2c2ccc(C)o2)c1C (stereo not drawn)	-4.7
COC(=O)c1ccc(CN2CCC(c3nn(C)c(=O)n3C3CC3)CC2)cc1	-20.0
O=C(Nc1ccc(Cl)c(Cl)c1)N1CCC(Oc2cnccn2)CC1	-2.0
Cc1ccc(OCC(=O)NCCCn2nc(-c3ccc(Cl)cc3)ccc2=O)c(C)c1	-10.0
COc1ccccc1N1CCN(C(=O)Cn2c(=O)n3nc(-c4cccc(F)c4)nc3c3ccccc32)CC1	-1.0
O=C(Cn1nc(C2CC2)c2cnn(-c3cccc(Cl)c3)c2c1=O)NCC1CCCO1 (stereo not drawn)	-18.0
COc1cc(CCN2C(=O)c3cccc4cccc(c34)C2=O)c(S(=O)(=O)NC[C@H]2CCCO2)cc1OC	-1.0
Cc1cc(NN=Cc2ccccc2F)c2ccccc2n1	4.5
O=C(CCC1CCCCC1)Nc1cccc(-c2ccc3nnc(-c4ccncc4)n3n2)c1	-6.0
CC(C)(C)c1csc(CN2CCN(C(=O)c3cc4ccccc4oc3=O)CC2)n1	-10.0
O=C(CSc1nnc(Cc2cc(=O)[nH]c(=O)[nH]2)n1-c1ccc(F)cc1)N1CCCc2ccccc21	0.0
O=C(c1cc(-c2ccco2)on1)N1CCC(c2cccs2)CC1	-7.0
CCOc1ccc2nc(N(Cc3ccccn3)C(=O)c3ccn(C)n3)sc2c1	-1.0
Cc1cccn2c(=O)c(C=Nc3cccc(Cl)c3)c(NCc3ccco3)nc12	11.0
Cc1sc2ncnc(SCC(=O)c3ccc(F)cc3)c2c1-c1ccc(Cl)cc1	-4.0&-3.0
O=C(Nc1ccccc1Cl)c1csc2nc(-c3ccc(F)cc3)cn12	-5.0
O=C(c1ccccc1C(F)(F)F)N1CCC(c2nnc(-c3ccc(F)cc3)o2)CC1	6.0
C=CCN(CC=C)S(=O)(=O)c1ccc(C(=O)Nc2sc3c(c2C(=O)OC)CC(C)(C)NC3(C)C)cc1	-19.0
CCS(=O)(=O)N1CCc2ccc(NS(=O)(=O)c3ccc(Cl)s3)cc2C1	6.0

A portion of the results above:
SMILES	SSB-PriA inh
Cc1sc2ncnc(SCC(=O)c3ccc(F)cc3)c2c1-c1ccc(Cl)cc1	-4.0&-3.0
O=C(Nc1ccccc1Cl)c1csc2nc(-c3ccc(F)cc3)cn12	-5.0
O=C(c1ccccc1C(F)(F)F)N1CCC(c2nnc(-c3ccc(F)cc3)o2)CC1	6.0
C=CCN(CC=C)S(=O)(=O)c1ccc(C(=O)Nc2sc3c(c2C(=O)OC)CC(C)(C)NC3(C)C)cc1	-19.0
CCS(=O)(=O)N1CCc2ccc(NS(=O)(=O)c3ccc(Cl)s3)cc2C1	6.0

More structures
SMILES	SSB-PriA inh
CCOC(=O)C(C)Oc1cccc2c(=O)[nH]ccc12 (stereo not drawn)	-6.0
COc1ncccc1C(=O)NCc1ccncc1	3.0
O=C(CCN1C(=O)c2ccccc2S1(=O)=O)N1CCN(C(c2ccccc2)c2ccccc2)CC1	-8.0&-8.0
Cc1cc(O[C@H]2CCN(C(=O)COc3ccccc3C)C2)cc(=O)o1	8.0
COc1cccc(-c2cn3c(C(=O)Nc4ccc(OC(F)(F)F)cc4)csc3n2)c1	-10.0
Cc1nc2ccc3nc(NC(=O)c4ccc(S(=O)(=O)N(C)c5ccccc5)cc4)sc3c2s1	-8.0
CC(C)(C)OC(=O)N1CCC(Oc2ncccn2)CC1	2.0
COc1cccc(-c2cn3c(C(=O)Nc4ccncc4)csc3n2)c1	7.0
N#Cc1ccc(S(=O)(=O)N2CC[C@H](Oc3cnccn3)C2)cc1	-17.0
COc1ccc(C=NNC(=O)C(O)(c2ccccc2)c2ccccc2)cc1OC	-9.9
COc1ccc(-c2noc(CSc3nc(-c4ccc(F)cc4)cc(=O)[nH]3)n2)cc1	-13.0
C=CCNC(=O)Cc1csc(SCc2ccc(Br)cc2)n1	-5.0
C=CCOc1cccc(C2C(=C(O)c3ccc4c(c3)OCCO4)C(=O)C(=O)N2Cc2cccnc2)c1 (stereo not drawn)	-5.7
CCSc1ccccc1C(=O)NCc1ccc(C(=O)c2cccs2)s1	9.0
C=CCn1c(SCc2ccccc2)nc2scc(-c3ccc(F)cc3)c2c1=O	-2.0&2.0
CN(C)c1ccc(O[C@H]2CCN(C(=O)c3ccsc3)C2)nn1	-18.0
Cc1ccccc1-n1c(CC2CCN(C(=O)c3noc4c3CCCC4)CC2)n[nH]c1=O	-6.0
N#Cc1nccnc1OC1CCC(NC(=O)Cc2noc3ccccc23)CC1 (stereo not drawn)	-7.0
Cn1cc(CC(=O)Nc2nc3c(s2)CN(S(=O)(=O)C2CC2)CC3)c2ccccc21	-1.0
O=S(=O)(c1ccc(OC(F)(F)F)cc1)N(Cc1ccccn1)CC(F)(F)F	-8.0
Cc1cc(C(=O)Nc2ccc(-n3nnn(C)c3=O)cc2)c(C)o1	-6.0
COc1ccc(CCS(=O)(=O)Nc2ccc3c(c2)N(C(=O)C2CC2)CC3)cc1	6.0
O=C(Cc1cccc2ccccc12)N1CCC(N2CCC(Oc3nccs3)CC2)CC1	-2.0
O=C(Nc1ccccc1-c1ccc(=O)[nH]n1)C1CC(=O)N(c2cccc(F)c2)C1 (stereo not drawn)	-3.0
COc1cc(/C=N/NC(=O)c2cccc(Cl)c2)ccc1Oc1ccc([N+](=O)[O-])cn1	i
Cc1cc(C(O)CCNC(=O)C(=O)Nc2ccc3c(c2)CCCN3C(=O)c2cccs2)c(C)o1 (stereo not drawn)	-1.0
CN(C)c1nccnc1OC1CCCN(C(=O)c2nccc3ccccc23)C1 (stereo not drawn)	-16.0
O=C(COc1ccc(Cl)cc1)Nc1ncnc2sccc12	-5.0
N#Cc1ccc(CON=Cc2ccccc2)cc1	-22.7
COc1cccc(-c2c(C(=O)NN=Cc3ccncc3)nnn2-c2nonc2N)c1	-0.7

SMILES	SSB-PriA inh
O=C1OC2(CCN(C(=O)c3cnn(-c4ccccc4)n3)CC2)c2ccccc21	3.0
Cc1[nH]c(=O)n(C)c(=O)c1CCC(=O)Nc1ccc(F)c(Cl)c1	-8.0
Cc1cc(C(=O)ON=C(N)c2ccc(C(C)(C)C)cc2)no1	-13.1
O=C(NCc1ccc2c(c1)OCO2)c1n[nH]nc1Nc1cccc(F)c1	-11.0
Cc1ccnc(Nc2ccc(NCCNC(=O)c3ccc(Br)o3)nn2)c1	62.0*
Cn1nc(CNC(=O)c2ccc(S(=O)(=O)N3CCOCC3)cc2)cc1C1CC1	-8.0
Cc1ccc2nc(-c3ccc(NC(=O)c4coc(NC(=O)C5CC5)n4)cc3)sc2c1	-16.0
CC(=NNC(=O)CN(c1ccccc1)S(C)(=O)=O)c1ccccc1O	-6.7
O=C(Cc1ccc(F)cc1)NCCS(=O)(=O)N1CCN(Cc2ccccc2)CC1	-5.0
CC(=NNc1nc(C)cc(-c2ccccc2)n1)c1ccccc1	-15.5
O=[N+]([O-])c1ccc(C=Nn2c(-c3cccnc3)n[nH]c2=S)cc1	-23.6
CC(C(=O)Nc1ccc(S(N)(=O)=O)cc1)N1C(=O)C2C3C=CC(C3)C2C1=O (stereo not drawn)	-12.0
CCCOc1nn(CCC)cc1C(=O)NCc1c(F)cccc1F	-6.0
COC(=O)c1ccsc1NC(=O)c1ccc(-n2cncn2)nn1	15.0
CCC(C)=NNc1nc(-c2cc3cc(OC)ccc3oc2=O)cs1	0.4
Cc1cc(C(=O)N2CCC[C@H](Cc3nc(-c4ccccc4F)no3)C2)no1	-7.0
CC(C)(C)c1csc(CN2CCN(CC(=O)NCc3ccco3)CC2)n1	-7.0&-3.0
CCOC(=O)CNc1ccc(OC)cc1	13.0
O=C(Cn1cc(S(=O)(=O)c2ccccc2)c2ccccc21)Nc1ccccc1F	-11.0
Cc1ccc(Cn2cc(SCC(=O)Nc3ccc(F)cc3F)c3ccccc32)cc1	-5.0
O=C(CSc1ccc(-c2ccc(-n3ccnc3)cc2)nn1)Nc1nccs1	-9.0
COc1cn(CC(=O)NCc2ccc3c(c2)OCO3)c(CSc2nccc(C)n2)cc1=O	-15.0
COc1ccccc1OCC#CCNC(=O)C(C)(C)Oc1ccc(Cl)cc1	-18.0
NC(=NOC(=O)CC1CCCCC1)c1ccncc1	-16.2
Cc1ccccc1COc1ccc([N+](=O)[O-])cc1/C=C1\SC(=S)NC1=O	8.0
CC(C)c1ccc(S(=O)(=O)Nc2ccc3c(c2)N(C(=O)c2cccs2)CC3)cc1	10.0
Cc1ccc([C@@H](O)CNS(=O)(=O)c2ccccc2F)o1	0.0
O=C(Nc1nc(CN2CCc3ccccc3C2)cs1)c1cccs1	-6.0
O=C(NCCn1nc(-c2ccco2)n(C2CC2)c1=O)c1cncc(Br)c1	-10.0
COc1ccccc1Cc1noc(C2CN(C(=O)CCS(=O)(=O)c3ccccc3)C2)n1	-6.0

SMILES	SSB-PriA inh
Cc1cccc(C(=O)NN=Cc2ccncc2)c1	-5.7
CCNC(=O)c1c(NC(=O)c2snnc2CC)sc2c1CCCC2	7.0
COc1ccc2cc(C(=O)N3CCCC(c4nnc(-c5ccsc5)o4)C3)[nH]c2c1 (stereo not drawn)	-4.0
COc1cccc(NC(=O)N2CCCC(c3nnc(CC(C)(C)C)o3)C2)c1 (stereo not drawn)	12.0
CCOC(=O)c1oc2ccccc2c1NC(=O)c1ccc(Oc2ccccc2)cc1	0.0
O=C(CS(=O)(=O)c1cccs1)Nc1ccccc1C(F)(F)F	-11.0

Some of the compounds tested; count on the stated rates, not on these rows.
